Screening data deposited in PubChem BioAssay by National Center for Advancing Translational Sciences (NCATS).
Pf growth 48h = P. falciparum growth inhibition at 48 hours (one generation); P. falciparum luciferase growth in erythrocytes, 48 h; Potency, µM (highest dose often 28.7 µM), for the others: at the top dose activity change, negative = inhibition, usual class: inhibitors; 5.9% of 310,000 active; AID 504832; also: potency is read from the fitted curve at half-maximal effect; % is scaled to controls: 0 for no effect and ±100 for the full control effect
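Cell-based growth assay: transgenic P. falciparum expressing firefly luciferase, cultured in red cells within RPMI 1640 containing 0.5% w/v Albumax, 24 mM bicarbonate and gentamycin. A drop in luciferase activity indicates inhibition.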
Tb PYK inh = T. brucei pyruvate kinase inhibition; 0.12% of 410,000 active; Potency, µM (highest dose often 76.8 µM), inactives show at the highest dose activity, negative = inhibition, usual class: inhibitors; TbPYK enzyme, Kinase-Glo Plus ATP luminescence, 45 min; AID 624173; Q57TT1; also: potency is read from the fitted curve at half-maximal effect; % is scaled to controls: 0 for no effect and ±100 for the full control effect; nearly all actives have a fitted effect of over 50% in size
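Luminescence from Kinase-Glo Plus, added after a 45-minute room-temperature reaction, served as the end-point read-out. The enzyme and substrate were preincubated with compound before ADP (130 uM final) initiated turnover. Concentration-effect curves came from normalized qHTS data.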
Shiga inhibitor = inhibitors of Shiga toxin in Vero cells | Vero cells, Shiga toxin protein synthesis inhibition reporter | inhibition, % at 38.7 µM | 9.2% of 290,000 active | AID 2315; in the data active = inhibition mostly above about 28%, no sharp cut-off; inactive = mostly below about 43%; also: 0% is about no effect
LmPK inhibitor = LmPK (Leishmania mexicana) enzyme inhibition | purified LmPK, Kinase-Glo ATP luminescence, 1 h | Potency, µM (series often up to 57.5 µM), for inactives: top-dose activity change, negative = inhibition, usual class: inhibitors | 0.37% of 290,000 active | AID 1721; also: potency is read from the fitted curve at half-maximal effect; % is scaled to controls: 0 for no effect and ±100 for the full control effect
Target sequence (Q27686 whole entry, looked up): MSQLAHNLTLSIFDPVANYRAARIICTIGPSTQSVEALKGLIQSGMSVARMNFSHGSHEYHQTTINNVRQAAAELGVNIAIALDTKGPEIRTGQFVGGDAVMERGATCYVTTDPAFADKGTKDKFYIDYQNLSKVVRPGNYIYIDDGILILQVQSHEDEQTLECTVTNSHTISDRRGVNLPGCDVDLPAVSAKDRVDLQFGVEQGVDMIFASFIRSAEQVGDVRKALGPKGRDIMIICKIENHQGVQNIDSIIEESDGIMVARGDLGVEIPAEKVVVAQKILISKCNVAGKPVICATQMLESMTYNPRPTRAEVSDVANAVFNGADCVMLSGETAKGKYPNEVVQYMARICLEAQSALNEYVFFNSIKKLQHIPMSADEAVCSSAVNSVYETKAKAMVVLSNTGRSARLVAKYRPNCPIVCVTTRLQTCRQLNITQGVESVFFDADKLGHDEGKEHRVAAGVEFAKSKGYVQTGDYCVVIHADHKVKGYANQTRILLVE
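Purified LmPK (0.1 nM) converted ADP (0.1 mM) to ATP with PEP (0.5 mM) in imidazole buffer pH 7.2 with KCl and MgCl2, 1 h at room temperature. ATP was read by Kinase-Glo luminescence; data normalized to uninhibited and no-enzyme controls.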
Pf growth 96h = inhibits malaria parasite growth, 96 h | P. falciparum luciferase reporter growth, 96 h | Potency, µM (top dose mostly 28.7 µM), without a hit: at the highest dose activity change, negative = inhibition, actives largely listed as inhibitors | 6.9% of 320,000 active | AID 504834; also: potency is read from the fitted curve at half-maximal effect; % is scaled to controls: 0 for no effect and ±100 for the full control effect
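Cell-based qHTS: luciferase-tagged P. falciparum in erythrocytes (2% hematocrit, 0.05% parasitemia final) incubated with compounds for 96 hours, 37 C, 5% CO2; luciferase detection reagent then added and luminescence measured.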
HCV inhibitor = HCV inhibition | Potency, µM (series often up to 41.8 µM), without a hit: at the highest dose activity change, negative = inhibition, usual class: inhibitors | Huh7.5.1 HCVcc-Cre infection, luciferase reporter, 44 h | 3.4% of 340,000 active | AID 651820; also: potency is read from the fitted curve at half-maximal effect; % is scaled to controls: 0 for no effect and ±100 for the full control effect
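Cells (1,000/well) were plated 4 h before compound, then infected with HCVcc-Cre virus (~0.5 moi). After 44 h further culture, infection was read as luciferase luminescence following a 15 min substrate incubation at room temperature.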
Cycloheximide cs = counter-screen for Shiga toxin inhibitors: cycloheximide protein synthesis inhibition; cell reporter, cycloheximide protein synthesis inhibition counterscreen; max response, %; 12% of 300,000 active; AID 2314; in the data active = max response mostly above about 13%, no sharp cut-off; inactive = mostly below about 14%; also: read at 38.3 µM for the half of the compounds with a filed dose; 0% is about no effect
* marks the source's active call; other numbers are inactive results; ? = inconclusive; / = no result given; + = active, no number; & = joins results of further samples; [ ] = remark or other dose. Unless noted, calls follow the shape of the dose curve; as a rule, active = well fitted curve in the direction sought with a large enough effect; inconclusive = small, poorly fitted or top-dose-only effect, or another doubt; inactive = no such curve, though single readings can be large; an effect the other way counts as inactive or inconclusive.

SMILES | Pf growth 48h | Tb PYK inh | Shiga inhibitor | LmPK inhibitor | Pf growth 96h | HCV inhibitor | Cycloheximide cs
Cc1cccc(-n2cc(CN3CCN(Cc4nccn4C)CC3)c(-c3cccc(F)c3)n2)c1 | 3.3µM* | -8% | 53* | 1% | -11% | ? | 29*
COC(=O)c1c(NC(=O)CSc2nnnn2-c2ccccc2)sc2c1CCCC2 | / | 4% | -18 | 8% | / | ? | -1
C/C(=C\c1ccccc1)C(=O)n1nnc2ccccc21 | -1% | 14% | 7 | -9% | 94%[activator] | -6% | 8
Cc1cc(NC(=O)CSc2nnc(Cc3ccccc3)o2)no1 | -3% | 5% | -5 | -10% | / | -2% | -2
O=C(Nc1ccc(Cl)c(S(=O)(=O)N2CCOCC2)c1)c1cc(=O)[nH]c2ccccc12 | ? | 0% | / | / | -12% | ? | /
COc1ccccc1NC(=O)C1CCN(S(=O)(=O)c2ccc3c(c2)CC(C)N3C(C)=O)CC1 (stereo unspecified) | ? | -14% | -3 | 5% | -25% | -2% | 5
Cn1c(SCc2ccc(C#N)cc2)nnc1-c1cccc(Cl)c1 | ? | -3% | 0 | 3% | 25% | -15% | -3
COc1ccc(-c2csc(NC(=O)CSc3nc(SC)ns3)n2)cc1 | 12% | 0% | 57* | 4% | 33%[activator] | ? | 39*
Cc1cc(Cl)ccc1Oc1ncc(CN2CCN(c3ccccc3)CC2)s1 | 19% | -2% | 20 | 8% | / | ? | 14
CSc1nc2ccc(NS(=O)(=O)c3ccc(Cl)s3)cc2s1 | 39%[activator] | -7% | 24 | 2% | 21% | 8% | 13
CN(C(=O)c1ccco1)c1nc(CC(=O)Nc2ccccc2)cs1 | 15% | -25% | + | -12% | -3% | -19% | 18
CSc1ccccc1NC(=O)CN1C(=O)C2CC=CCC2C1=O (stereo unspecified) | 34%[activator] | 3% | / | / | -8% | -7% | /
COc1ccc(NC(=O)N(CCO)Cc2cc3c(C)cc(C)cc3[nH]c2=O)cc1 | ? | -7% | -6 | -2% | 5% | -5% | 1
Oc1ccc(Cl)cc1/C=N/c1nccs1 | 17% | -2% | 23 | -20% | 17% | -9% | -4
O=C(Cn1c(O)c(/C=C2\C=Nc3ccccc32)sc1=O)Nc1ccc2c(c1)OCO2 | 20% | -2% | -7 | 4% | 81%[activator] | ? | 29*
CN(Cc1ccccc1)S(=O)(=O)c1ccc2[nH]cc(C(=O)NCC3CCCO3)c(=O)c2c1 (stereo unspecified) | 73%[activator] | -13% | 111 | 13% | 0.93µM* | / | 38
CCC(NS(=O)(=O)c1cccs1)c1ccc(C)cc1 (stereo unspecified) | ? | -3% | / | / | ? | 2% | /
COc1ccc(C(=O)N2CCN(S(=O)(=O)N3CCOCC3)CC2)cc1OC | -3% | 34%[activator] | -8 | -1% | / | 12% | -1
COc1ccc2cc(CN(Cc3ccco3)C(c3nnnn3C3CCCCC3)C(C)C)c(=O)[nH]c2c1 (stereo unspecified) | ? | -9% | -1 | 9% | -9%[5.75 µM] | ? | 1
COc1cc(C)nc(N2CCCC(C(=O)NCC(C)C)C2)n1 (stereo unspecified) | -27% | ? | -4 | 2% | ? | 3% | -3
Cc1ccsc1C(=O)C1CCCN(Cc2cccn2-c2ccc(Cl)cn2)C1 (stereo unspecified) | 3.7µM* | 2% | -10 | -1% | ? | ? | -2
CCNS(=O)(=O)c1ccc(C(=O)Nc2ccccc2)cc1 | 11% | -1% | -5 | 1% | / | 8% | 12
Cc1ccc(CS(=O)(=O)CCC(=O)NCc2ccc3c(c2)OCO3)cc1 | 38%[activator] | -43% | -6 | 0% | 75%[activator] | -5% | -2
Cc1ccc(NC(=O)Cc2nnc(SCC(=O)NC3=NCCS3)n2C)cc1 | 20% | -3% | -5 | -2% | -2% | 8% | -7
COc1ccc(S(=O)(=O)n2nc(-c3ccc(Cl)cc3)cc2N)cc1 | ? | -1% | 2 | 0% | ? | ? | -6
O=C(/C=C/c1ccco1)NCC1(c2ccccc2)CCCC1 | ? | -10% | 48* | -2% | 146%[activator] | -7% | 105*
Cc1ccc2[nH]c(=O)c(C(c3nnnn3C3CCCC3)N3CCCc4ccccc43)cc2c1 (stereo unspecified) | ? | -3% | 11 | 0% | 16% | -22% | 7
Cc1ccc(S(=O)(=O)CCC(=O)Nc2cccc(S(=O)(=O)N3CCCCCC3)c2)cc1 | ? | 5% | / | / | ? | -13% | /
CNC(=O)NCC12CC3CC(CC(C3)C1)C2 | 2% | 3% | 22 | -8% | 35%[activator] | 21% | -2
Cc1nn(C)c(C(=O)N/N=C/c2ccncc2)c1Cl | 5% | -3% | 17 | -2% | 17% | 9% | 5
CC(=O)Nc1ccc(S(=O)(=O)Nc2nc3ccccc3nc2N2CCCC2)cc1 | 15% | -1% | -12 | 4% | / | -2% | -1
COc1cc(OC)cc(C(=O)NCC(=O)OC2CCOC2=O)c1 (stereo unspecified) | 30%[activator] | 5% | -4 | -3% | 48%[activator] | 14% | -4
CCOc1ccc(NC(=O)c2ccc3snnc3c2)cc1 | 58%[activator] | -7%&-3% | 43* | -2% | -15% | -16% | 26
COc1ccc(S(=O)(=O)NCC(c2ccc3c(c2)OCO3)N2CCOCC2)cc1C (stereo unspecified) | -13% | -4% | / | / | ? | -12% | /
Cc1cc(C(=O)O)c(=O)[nH]c1C | 35%[activator] | 3% | -3 | 0% | 2.6µM* | 11% | 1
O=C(O)CNC(=O)c1ccccc1NC(=O)c1ccco1 | 3% | 9% | -8 | 1% | / | 7% | -1
O=C(Cn1c(-c2ccccc2)c[n+]2ccsc12)c1ccc([N+](=O)[O-])cc1 | 11% | -9% | 71* | -1% | ? | 10µM* | 21*
O=C(OCc1cnc(Cl)s1)c1cccc(Cl)c1Cl | 13% | 3% | -4 | 6% | 11% | 15% | 14*
COc1ccccc1CNC(=O)C1CCC(CNC(=O)[C@@H]2Cc3ccccc3CN2)CC1 (stereo partly specified) | -3% | 5% | 16 | -3% | ? | ? | 0
COc1ccc(OCC(=O)Nc2ccc(N3CCOCC3)cc2)cc1 | -12% | ? | -2 | 2% | ? | -22% | -3
FC(F)(F)c1cccc(N2CCc3cn[nH]c32)c1 | 37%[activator] | 2% | 32* | -1% | 29% | ? | 23*
CCOC(=O)c1[nH]c2ccc(OC)cc2c1NC(=O)/C=C/c1ccc2c(c1)OCO2 | -4% | -9% | 19 | 3% | 55%[activator] | -2% | 7
CC1(O)CCN2C(=O)CCc3cccc1c32 (stereo unspecified) | -14% | -5% | / | / | ? | -11% | /
NC(=O)N1c2ccccc2CC(=O)c2ccccc21 | 31%&-14%[activator] | 4%&-7% | -13&-4 | -4%&-5% | -10%&-16% | 16% | 1&-5
Oc1cc(NCCN2CCOCC2)cc2cccnc12 | 4.7µM* | 0% | / | / | ? | / | /
O=C1CC(N2CCN(c3ccc(Cl)c(Cl)c3)CC2)C(=O)N1 (stereo unspecified) | 37%[activator] | 0% | -2 | 7% | 3% | 13% | -1
CCOC(=O)Cc1csc(NC(=O)/C=C\c2ccccc2)n1 | 178%[activator] | 5% | 53* | 1% | ? | -15% | 32*
O=C(Nc1nccs1)c1ccc(Cl)c([N+](=O)[O-])c1 | 9% | 0% | 43 | 1% | -4% | -13% | 43*
CC1CC(C)CN(S(=O)(=O)c2cc3c4c(c2)CCC(=O)N4CCC3)C1 (stereo unspecified) | ? | -1% | / | / | -20% | ? | /
CCC(C)(C)NC(=O)CCCSc1nc2ccccc2s1 | 280%[activator] | 0% | 118* | 2% | 98%[activator] | -10% | 61*

Part of the list above, showing only LmPK inhibitor.
structure,LmPK inhibitor
CCOC(=O)c1[nH]c2ccc(OC)cc2c1NC(=O)/C=C/c1ccc2c(c1)OCO2,3%
Cc1cc(NC(=O)CSc2nnc(Cc3ccccc3)o2)no1,-10%
O=C(Cn1c(O)c(/C=C2\C=Nc3ccccc32)sc1=O)Nc1ccc2c(c1)OCO2,4%

(cont.)
SMILES | Pf growth 48h | Tb PYK inh | Shiga inhibitor | LmPK inhibitor | Pf growth 96h | HCV inhibitor | Cycloheximide cs
CCN1C(=O)/C(=C\c2ccc(-c3cccc(C(=O)OC)c3)o2)SC1=Nc1ccc(C(=O)O)cc1 | ? | / | -5 | 7% | ? | / | -4
CC1(C)CC2(CCO1)OC(=O)CC2C(=O)Nc1ccccc1Cl (stereo unspecified) | 20% | -3% | -12 | -5% | 3% | -20% | -1
Cc1cccc(N=C2NC(=O)C(CO)(CO)S2)c1 | 9% | -2% | -7 | 0% | ? | 32%[activator] | 1
CC(C)NC(NC(=O)Cc1ccccc1)C(Cl)(Cl)Cl (stereo unspecified) | 6% | 4% | -6 | -1% | -5% | 9% | -2
CC(=O)N1CCC(C(=O)N2CCN(S(=O)(=O)c3cccs3)CC2)CC1 | 17% | -2% | -6 | -8% | 23% | 20% | -1
COc1cccc(C(=O)N2CCN(Cc3cn[nH]c3-c3ccc(F)cc3F)CC2)c1 | -27% | 4% | -4 | 1% | ? | -1% | -1
CSCC[C@H](NC(=O)NC1CCCC1)C(=O)O | 22% | 14% | -7 | 8% | 70%[activator] | 11% | 6
Cc1noc(C)c1COc1ccccc1C(=O)N1CCN(c2cccc(Cl)c2)CC1 | ? | -5% | / | / | ? | ? | /
O=C1CCC(C(=O)Nc2nnc(C3CC3)s2)=NN1 | 40%[activator] | 3% | 7 | 2% | 4% | 1% | -3
O=C(NCCC1CCCCN1S(=O)(=O)c1ccc(F)cc1)C(=O)NCC1CCCO1 (stereo unspecified) | -10% | -3% | / | / | 1% | 13% | /
Cc1cc([N+](=O)[O-])nn1CC(=O)NNC(=S)Nc1ccc([N+](=O)[O-])cc1 | 83%[activator] | -25% | 16 | 7% | 98%[activator] | 2% | 2
COc1ccc(C(=O)COc2ccc(C)cc2NC(C)=O)cc1 | 108%[activator] | 1% | 96* | 0% | 138%[activator] | ? | 49*
CCCn1cc2c(c1-c1ccc(C)cc1)c(=O)n(C)c(=O)n2C | -5% | -1% | -5 | 0% | 3% | -23% | -2
COc1cc(C(=O)OCC(=O)NCCN2C(=O)CSC2=O)ccc1OCc1c(C)noc1C | -26% | -6% | -17 | -8% | -2% | -2% | 1
CCCNC(=O)Nc1ccc(C)cc1C | -12% | -1% | 28 | -2% | ? | -17% | 12
O=S(=O)(/N=C(/Nc1ccc(F)cc1F)c1ccccc1)c1ccc(Br)cc1 | 7% | / | -3 | 2% | -6% | -2% | -4
Cc1cc(OC(C)C(=O)Nc2ccc(S(=O)(=O)Nc3onc(C)c3C)cc2)cc(C)c1Cl (stereo unspecified) | 19% | 5% | -8 | 4% | 8.3µM* | -29% | -2
O=C(COc1c(Br)cc(Br)c2cccnc12)Nc1ccccc1F | -24% | -6% | 26 | -1% | -28%[5.75 µM] | -20% | 6
O=[N+]([O-])c1cccc(CNCc2ccccc2)c1 | 0% | -5% | 18 | 1% | -32% | -4% | 8
CN(c1ccc(C(=O)Nc2cccc([N+](=O)[O-])c2)cc1)S(C)(=O)=O | 57%[activator] | -14% | 14 | 2%[11.5 µM] | 10% | ? | 20
